# LAP4-GFP MLPCN – alters LAP4-GFP fluorescence in TOR pathway yeast screen; S. cerevisiae LAP4-GFP multiplex, flow cytometry GFP, 3 h; median GFP as percent of DMSO wells; GFP response vs DMSO, % at 10 µM; hit rate 0.34% among 320,000;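 active means GFP response vs DMSO above a set limit, about the screen mean plus 3 SD, cut at about 150% in these data; inconclusive means under 70 cell events counted for the yeast strain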
# VLA-4 inh – inhibition in a human VLA-4 binding assay | P13612 | VLA-4 expressing cells, ligand binding flow cytometry | inhibition, % (about 7 µM as worked out from the volumes in the protocol) | hit rate 0.2% among 330,000 | AID 2557; in the data active means inhibition above about 50%
# GASC-1 inh – inhibitors of human GASC-1 (JMJD2C) demethylase; hit rate 0.069% among 330,000; Q9H3R0; inhibition, % at 2.35 µM; GST-JMJD2C(1-420) H3K9me3 demethylation, DELFIA europium;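 active means more than half of a compound's replicate wells show inhibition beyond 50%, single wells judged on their own value; inconclusive means some, but no more than half, of replicates pass 50% inhibition; inactive means no replicate passes 50% inhibition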;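 further: signal counts dimethyl H3K9 product captured on neutravidin plate; 0% = median of DMSO wells and 100% = 0.3 times that DMSO median; strong numbers were not always called active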
# Target sequence (Q9H3R0 1-420 limits assumed): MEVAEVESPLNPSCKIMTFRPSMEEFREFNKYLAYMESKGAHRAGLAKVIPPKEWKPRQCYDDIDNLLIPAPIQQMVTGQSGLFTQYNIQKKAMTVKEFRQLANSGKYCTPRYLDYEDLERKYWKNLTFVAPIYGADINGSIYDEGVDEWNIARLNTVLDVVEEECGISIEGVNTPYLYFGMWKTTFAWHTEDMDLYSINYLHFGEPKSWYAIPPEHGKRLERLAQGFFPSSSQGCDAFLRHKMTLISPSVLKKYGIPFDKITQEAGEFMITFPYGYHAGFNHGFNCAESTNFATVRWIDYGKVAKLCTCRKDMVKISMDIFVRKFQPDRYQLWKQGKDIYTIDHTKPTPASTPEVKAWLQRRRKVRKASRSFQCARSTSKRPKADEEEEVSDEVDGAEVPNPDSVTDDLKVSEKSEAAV
# MEP2-GFP yeast – alters MEP2-GFP fluorescence in TOR pathway yeast screen | AID 2016 | GFP response vs DMSO, % at 10 µM | S. cerevisiae MEP2-GFP strain, flow cytometry GFP, 3 h; 100% = DMSO control level | hit rate 0.51% among 330,000;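 active means GFP response versus DMSO above a set limit, roughly screen mean plus 3 SD, cut at about 180% in these data; inconclusive means fewer than 70 cells counted for a yeast strain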;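 further: median GFP fluorescence of the barcode-gated MEP2-GFP cells per well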
# AGP1-GFP MLPCN – yeast TOR pathway AGP1-GFP modulation; S. cerevisiae AGP1-GFP multiplex flow cytometry, 3 h; GFP as percent of DMSO wells; hit rate 0.02% among 320,000; AID 2066; GFP response vs DMSO, % at 10 µM;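 active means GFP response relative to DMSO above a set limit, near screen average plus 3 SD, cut at about 150% in these data; inconclusive means fewer than 70 cells counted for the yeast strain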;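 further: median GFP channel fluorescence of the gated AGP1 strain per well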
# GRK2 inh – blocks RNA aptamer binding to human GRK2; hit rate 0.59% among 330,000; inhibition of aptamer binding, % at 10 µM; P25098; AID 488847; bead flow cytometry, FAM-aptamer displacement from GRK2;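 active means inhibition of aptamer binding above 40%, roughly 3 SD of noise, on plates passing a quality check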;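 further: median bead fluorescence of bound FAM aptamer so fluorescent compounds give negative values; no value below 0 was filed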
# Target sequence (P25098 whole entry, looked up): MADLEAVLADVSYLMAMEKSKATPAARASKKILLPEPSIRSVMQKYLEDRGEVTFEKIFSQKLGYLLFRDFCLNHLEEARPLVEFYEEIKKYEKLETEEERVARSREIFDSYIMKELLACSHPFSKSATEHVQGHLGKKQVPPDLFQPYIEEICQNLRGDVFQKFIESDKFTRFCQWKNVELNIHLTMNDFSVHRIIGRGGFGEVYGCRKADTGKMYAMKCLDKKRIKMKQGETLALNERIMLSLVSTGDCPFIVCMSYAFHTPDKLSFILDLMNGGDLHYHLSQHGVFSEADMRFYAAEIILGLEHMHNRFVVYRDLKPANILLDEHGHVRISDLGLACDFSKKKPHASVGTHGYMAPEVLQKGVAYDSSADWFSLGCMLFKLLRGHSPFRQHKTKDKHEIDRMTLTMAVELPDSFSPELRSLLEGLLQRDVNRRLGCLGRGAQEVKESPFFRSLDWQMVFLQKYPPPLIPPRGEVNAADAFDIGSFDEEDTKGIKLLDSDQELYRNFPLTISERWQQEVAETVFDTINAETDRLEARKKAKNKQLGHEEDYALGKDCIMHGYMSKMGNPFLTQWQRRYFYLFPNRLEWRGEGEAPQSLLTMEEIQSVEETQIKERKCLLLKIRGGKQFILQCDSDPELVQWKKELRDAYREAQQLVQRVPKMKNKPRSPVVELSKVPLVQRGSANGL
# CIT2-GFP yeast – modulators of TOR pathway CIT2-GFP in S. cerevisiae | AID 2029 | hit rate 0.065% among 320,000 | GFP response vs DMSO, % at 10 µM | S. cerevisiae CIT2-GFP strain, flow cytometry, 3 h; 100 means same as DMSO wells;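 active means GFP response relative to DMSO above a set limit, near the screen mean plus 3 SD, cut at about 150% in these data; inconclusive means Fewer than 70 cells measured for a yeast strain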;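 further: ratio of well median GFP fluorescence to mean of DMSO wells on the plate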
# RPL19A-GFP yeast – yeast TOR pathway RPL19A-GFP modulation; hit rate 0.3% among 330,000; S. cerevisiae RPL19A-GFP strain, flow cytometry, 3 h; stronger effect = lower value; percent response vs DMSO, % at 10 µM;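 active means percent response vs DMSO below 50%; inconclusive means fewer than 70 events counted for the yeast strain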;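 further: median channel GFP fluorescence of the barcoded RPL19A-GFP strain; ratio of sample median GFP to plate DMSO average so 100% = DMSO; lower means less RPL19A-GFP as with rapamycin TOR inhibition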
# Numbers without * were called inactive; ? = inconclusive; . = no result given; [ ] = dose if it differs, or a comment.
SMILES,LAP4-GFP MLPCN,VLA-4 inh,GASC-1 inh,MEP2-GFP yeast,AGP1-GFP MLPCN,GRK2 inh,CIT2-GFP yeast,RPL19A-GFP yeast
Cc1ccc(N(C(=O)Cn2nnc(-c3ccccc3F)n2)C(C(=O)NC2CCCC2)c2ccncc2)cc1 (stereo not drawn),102,14,-6,105,102,0,99,98
COc1ccc(C(=O)Nc2ccc(C3=NNC(=O)CC3C)cc2NC(=O)c2ccc(OC)cc2)cc1 (stereo not drawn),107,7,-2,114,103,0,107,99
Cc1nnc(SCC(=O)NC2CCCC2)n1C(C)C,101,1,3,95,102,1,98,96
O=C(CCc1c[nH]c2ccccc12)NCc1ccncc1,83,2,-16,98,82,0,92,92
CCOC(=O)c1[nH]c(C)c(C(=O)NC2CCCC2)c1C,101,-11,-10,98,109,0,101,101
CC1=Nc2cccc3cccc(c23)N1,95,46,10,101,107,6,102,102
CN1CCN(c2nc(-c3ccccc3)ncc2S(C)(=O)=O)CC1,92,5,2,101,103,0,107,103
Cc1ccccc1CS(=O)(=O)CCC(=O)O,105,8,-6,101,104,0,98,100
CC(N=C1NS(=O)(=O)c2ccccc21)C(=O)OCC(=O)N(C)C1CCS(=O)(=O)C1 (stereo not drawn),104,7,-1,106,101,0,98,98
COc1ccccc1NC(=O)COC(=O)c1ccc(N2CCCC2=O)cc1,97,9,-1,99,103,0,107,102
COc1ccc(NC(=S)NCCN2CCC(C)CC2)cc1,98,0,-5,100,98,0,88,102
O=C(CS(=O)(=O)c1ccccc1)Nc1nc2ccccc2s1,103,15,-1,114,102,1,96,105
O=C(Cn1nc(-c2cccc(Cl)c2)ccc1=O)Nc1ccc(C(=O)NC2CC2)cc1,101,-2,-5,108,108,2,112,109
CCOC(=O)c1c2ccc(OCC(=O)N/N=C/c3ccc(C)cc3)cc2n2ccccc12,89,-5,39,95,91,0,98,90
CO/N=C/c1ccc(Sc2ccccc2N)c([N+](=O)[O-])c1,122,0,-3,100,86,5,68,96
O=C1Nc2ccc([N+](=O)[O-])cc2OC1CCN1CCN(Cc2ccccc2)CC1 (stereo not drawn),80,1,5,?,?,3,94,85
Cc1ccc(C)c(-n2c(SCC(=O)O)nc3sc4c(c3c2=O)CCCC4)c1,105,7,4,100,92,3,97,96
COc1cccc(C(=O)OCC(=O)NCCc2ccccc2)c1OC,98,-3,1,107,100,4,107,105
COc1ccc2[nH]c3c(=O)n(Cc4ccc(C(=O)N5CCC(C(N)=O)CC5)cc4)c(=S)[nH]c3c2c1,104,15,-5,96,98,3,94,95
CCOC(=O)C1CCCN(C(=O)c2cnn3c(C(F)F)cc(-c4ccc(C)cc4)nc23)C1 (stereo not drawn),100,14,8,97,93,1,89,94
COc1ccc(NC2CC(=O)N(c3ccc(C(=O)O)cc3)C2=O)cc1 (stereo not drawn),97,5,-6,99,103,0,104,100
O=C(CN1CCN(c2ccccc2)CC1)Nc1ccccc1Sc1ccccc1,105,8,1,100,92,0,91,101
COC(=O)c1cc(C(=O)NCCN2C(=O)S/C(=C\c3cccs3)C2=O)cc([N+](=O)[O-])c1,102,.,4,103,109,1,98,103
O=S(=O)(NCC1CCCN(Cc2ccccc2O)C1)c1cccc2cccnc12 (stereo not drawn),79,5,4,90,98,1,.,109
Cc1cc(C)c(NC(=O)CS(=O)CC(=O)NC2CCCc3ccccc32)c(C)c1 (stereo not drawn),106,2,4,105,103,0,97,99
SMILES,LAP4-GFP MLPCN,VLA-4 inh,GASC-1 inh,MEP2-GFP yeast,AGP1-GFP MLPCN,GRK2 inh,CIT2-GFP yeast,RPL19A-GFP yeast
O=C(Nc1nnc(C2=COCCO2)o1)c1ccc(F)cc1,110,-22,11,100,100,1,97,99
CCNC(=O)COC(=O)c1cc(C)n(-c2ccccc2)c1C,102,13,-7,104,99,2,95,102
COCC(=O)N1CCCc2ccccc21,92,-3,3,102,108,1,.,105
NC(=O)c1cc(S(=O)(=O)N2CCc3ccccc3C2)cs1,80,-2,-2,102,100,0,104,101
O=C(c1cccc(C(F)(F)F)c1)C1CCCN(C(=O)CCCn2cncn2)C1 (stereo not drawn),94,13,-6,102,104,0,104,103
Cc1csc(NC(=O)CSc2nc(=O)n(CCN(C)C)c3c2CCCC3)n1,108,28,3,94,106,2,108,96
O=C(COC(=O)CNC(=O)c1ccccc1)NCCCc1ccccc1,95,-11,0,102,100,0,104,98
Cc1ccc(CNC(=O)COC(=O)CCOc2ccc(C)cc2)cc1,110,1,-8,99,106,1,105,100
CC(NC(=O)COC(=O)/C=C/c1ccc([N+](=O)[O-])cc1)c1ccccc1 (stereo not drawn),95,23,0,100,104,0,100,103
COc1ccc(NC(=O)CON=CC(=O)Nc2ccc(C)cc2)c(OC)c1,107,-6,-2,104,101,8,102,102
COc1ccc(NS(=O)(=O)c2ccc(N3C(=O)CCC3=O)cc2)cc1,119,-2,1,110,108,1,104,106
O=C(CC1C(=O)NCCN1Cc1c(F)cccc1Cl)NC1CCCC1 (stereo not drawn),101,0,10,102,103,1,98,94
COc1cc(NC(=O)Nc2cccc(C(C)=O)c2)cc(OC)c1OC,99,-20,-8,101,102,0,107,101
Cc1cc(Br)ccc1NC(=O)CN(C)C(=O)C1CSC2(C)CCC(=O)N12 (stereo not drawn),109,14,-8,102,101,0,94,104
O=[N+]([O-])c1ccc(S(=O)(=O)N2CCN=C2SCc2cccnc2)cc1,90,5,7,103,102,2,101,111
O=C(Nc1ccc(NC(=O)c2ccc(Cl)cc2Cl)cc1)c1cccs1,?,-2,5,?,?,3,?,56[may fluoresce violet]
Cc1cccc(NC(=O)CCC(=O)N/N=C/c2ccco2)c1C,112,2,-5,90,80,2,77,89
COc1ccc(/C=C2\N=C(c3ccc(C)cc3)OC2=O)cc1,125,3,-8,111,111,0,97,107
CC(=O)c1sc(Nc2nc3ccc(F)cc3s2)nc1C,107,1,-18,96,94,1,86,97
O=c1c(Cl)c(Cl)cnn1Cc1ccccc1Cl,99,-3,7,98,97,0,91,97
Cc1ccc(C(c2sc3ncnn3c2O)N2CCC(C)CC2)cc1 (stereo not drawn),105,-4,1,96,109,1,118,104
O=S(=O)(c1ccc(S(=O)(=O)N2CCCC2)cc1)N1CCCCCC1,104,2,13,110,105,0,105,104
O=C(CSc1n[nH]c(-c2ccccc2F)n1)NCC(=O)Nc1ccc(F)c(F)c1F,98,3,3,99,97,0,91,99
O=C(CN1C(=O)/C(=C/c2ccccc2Cl)SC1=S)NC1C=CS(=O)(=O)C1 (stereo not drawn),102,-5,24,104,107,0,107,99
CC(NC(=O)Nc1ccccc1)C(c1cccs1)N1CCN(c2ccccc2)CC1 (stereo not drawn),105,18,.,96,94,7,88,92
SMILES,LAP4-GFP MLPCN,VLA-4 inh,GASC-1 inh,MEP2-GFP yeast,AGP1-GFP MLPCN,GRK2 inh,CIT2-GFP yeast,RPL19A-GFP yeast
Cc1cccc(CNC(=O)c2ccccc2N)c1,99,5,-8,96,97,14,96,95
CCOC(=O)CSc1nc2c(sc(=S)n2-c2ccccc2)c(=O)[nH]1,98,8,4,111,100,0,107,105
COc1ccccc1N1CCN(C(=O)c2ccc3c(c2)CCN3S(C)(=O)=O)CC1,103,-6,-25,92,99,0,93,93
COc1cccc(NS(=O)(=O)c2c(C)nc3sccn3c2=O)c1,103,1,-21,98,99,0,93,94
COCCN(Cc1ccccc1)P(=O)(O)c1ccccc1OCC(=O)O,112,6,1,109,101,3,105,103
CCCn1c(SC(C)C(=O)NC2CC2)nnc1-c1ccncc1 (stereo not drawn),96,9,9,97,92,0,99,95
Cc1cc(C)nc(SCC(=O)N/N=C/c2ccc3c(c2)OCO3)n1,80,10,5,106,102,4,112,121
CN1CCN(c2ccccc2NC(=O)c2ccc([N+](=O)[O-])cc2Cl)CC1,98,1,-24,101,100,2,104,104
CCOc1nc(NCCc2ccc(OC)c(OC)c2)nc(NC(C)(C)CO)n1,90,-3,-1,94,99,0,103,99
O=C(NNc1ccccc1[N+](=O)[O-])Nc1cccc(Cl)c1,110,-2,24,95,100,3,99,96
Cc1cc(=O)oc2c(C)c(OCC(=O)N3CCN(c4ccccc4)CC3)ccc12,104,6,1,90,98,2,90,95
Cc1sc2nc3n(c(=O)c2c1C)CCCCC3,116,1,-1,117,108,3,113,108
Cc1ccc(C)c(N2N=C(C(=O)OCc3nnc(-c4ccccc4)o3)CCC2=O)c1,105,20,-4,96,106,0,98,95
O=C(Nc1c(F)c(F)c(F)c(F)c1F)NC1CCCCC1,97,11,10,91,101,3,91,101
CC(=O)Nc1ccc(NC(=O)C(C)OC(=O)C(C)SCC(=O)Nc2ccc(F)cc2)cc1 (stereo not drawn),107,2,42,105,106,2,99,102
COc1ccc(-c2noc(CCC(=O)Nc3ccc(C)c(C)c3)n2)cc1,117,8,-2,104,99,0,99,98
O=C(CCNc1ccc(F)cc1)c1ccco1,98[may fluoresce violet],-6,-6,276*[may fluoresce violet],22[may fluoresce violet],5,?,44*[may fluoresce violet]
COC(=O)Cn1c(C)nc2ccccc21,95,2,-5,98,101,0,.,101
COc1ccccc1NC(=O)CNC(=O)Cn1cnc2sc(C)c(C)c2c1=O,97,-1,20,98,100,0,101,98
COc1ccc(OCC(=O)N(C)Cc2ccccc2)cc1,107,2,15,102,103,0,104,103
Cc1oc(C)c(C(N)=O)c1C(N)=O,?,3,-4,?,?,0,?,?
O=C(Nc1ccccc1)C1CC(=O)N(c2ccc3c4c(cccc24)CC3)C1 (stereo not drawn),98,-9,7,96,98,0,96,94
Cc1ccc(C(C)C)c(OCC(=O)Nc2ccc3c(c2)nc(CN2CCCC2)n3C)c1,95,1,1,97,97,0,100,.
Cc1ccc(NC(=O)CN2C(=O)S/C(=C\c3cccn3-c3cccc(C(=O)O)c3)C2=O)c(C)c1,94,-8,0,115,94,6,106,86
CCN(CC)c1ccc(/C=N/N2C(=O)c3ccccc3C2=O)cc1,89,-2,12,106,88,4,97,94

# At a glance, two of the compounds above:
SMILES,LAP4-GFP MLPCN,VLA-4 inh,GASC-1 inh,MEP2-GFP yeast,AGP1-GFP MLPCN,GRK2 inh,CIT2-GFP yeast,RPL19A-GFP yeast
Cc1cccc(CNC(=O)c2ccccc2N)c1,99,5,-8,96,97,14,96,95
CCOC(=O)CSc1nc2c(sc(=S)n2-c2ccccc2)c(=O)[nH]1,98,8,4,111,100,0,107,105

# Next part:
SMILES,LAP4-GFP MLPCN,VLA-4 inh,GASC-1 inh,MEP2-GFP yeast,AGP1-GFP MLPCN,GRK2 inh,CIT2-GFP yeast,RPL19A-GFP yeast
O=C(Nc1ccccc1C(F)(F)F)c1ccc2nccnc2c1,96,-15,0,102,97,4,94,100
Cc1onc(C(=O)Nc2sc3c(c2C#N)CCCC3)c1[N+](=O)[O-],98,-17,0,109,95,0,108,110
CC1(C)CC(=O)C2=C(C1)NC(Nc1nc3ccccc3o1)=NC21CCCC1,104,-2,-9,104,99,6,98,100
Cc1cccc(NC(=O)NNC(=O)c2cc(-c3ccccc3Cl)nc3ccccc23)c1,100,-15,4,104,105,2,102,100
Cc1ccnc(SCc2cc(=O)c(OC(=O)c3ccc(S(=O)(=O)N(C)C)cc3)co2)n1,103,6,-4,98,106,3,108,105
C/C(N)=C(/C#N)C(=O)COC(=O)c1cc(-c2cccc(Br)c2)nc2ccccc12,99,-6,-5,94,92,5,87,98
COc1ccc(C(=O)c2ccccc2Cl)cc1OC,94,-4,2,95,97,0,100,104
COc1ccc2nc(SCC(=O)O)nc(C)c2c1,81,5,-111,82,.,0,90,95
O=C(Cn1c(=O)oc2ccccc21)NCC1COc2ccccc2O1 (stereo not drawn),98,-4,-7,106,110,1,132,98

# Source: PubChem
